Screening data as filed in PubChem BioAssay.
S2 tox – reduces viability in counter-screen for ATXN expression inhibitors. S2 cells (HEK-293 line with an ATXN2-luciferase reporter) viability, CellTiter-Fluor protease fluorescence, 24 h. Potency, µM (highest dose often 56.7 µM), usual class: cytotoxic. 400,000 compounds, 0.49% hits; note: potency is the fitted concentration of half-maximal effect; nearly all actives have a fitted effect of over 40% in size
HT1080NT lethal – kills 2HG-producing HT-1080-NT fibrosarcoma cells | HT-1080-NT fibrosarcoma viability, CellTiter-Glo ATP luminescence, 48 h | Potency, µM (doses to about 46.1 µM), for inactives: at the top dose activity, negative = less viability, usual class: cytotoxic | 360,000 compounds, 1.6% hits | AID 686970;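 note: NT is the 2HG producing partner of a matched IDH1 knockdown line; potency is the fitted concentration of half-maximal effect; 0% = DMSO-treated cells and -100% = media-only wells without cells; nearly all actives have a fitted effect of over 55% in size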
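Luminescent CellTiter-Glo readout after 48 hours of compound exposure at 37 degrees C defined viability of HT-1080-NT cells. Activity was normalized to DMSO wells and cell-free media wells; concentration-response curves were fitted and assigned curve classes.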
MCF10A rereplic – DNA re-replication induction in MCF 10a cells; MCF 10A DNA re-replication, Hoechst nuclear intensity, 48 h; Potency, µM (series often up to 46.1 µM), for the others: at the top dose activity, positive = re-replication, usual class: activators; 350,000 compounds, 2.9% hits; AID 624296; note: potency is the fitted concentration of half-maximal effect; % of control where 0% means no effect; nearly all actives have a fitted effect of over 50% in size
ATXN2 expr inh – ATXN2 expression inhibition; Potency, µM (top dose mostly 57 µM), without a hit: top-dose activity change, negative = inhibition, most hits filed as inhibitors; HEK-293 ATXN2-luciferase reporter, luminescence, 24 h; 360,000 compounds, 0.72% hits; AID 1745845; note: potency is the fitted concentration of half-maximal effect; % is set by controls: 0 for no effect and ±100 for the full control effect; nearly all actives have a fitted effect of over 55% in size
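qHTS (up to 57 uM final) was run with 24 h compound exposure of reporter cells at 37 °C. Each well was multiplexed: SteadyGlo luminescence measured ATXN2-luciferase expression after a fluorogenic Gly-Phe-AFC viability readout (25 uM final).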
SW480 rerep – induces DNA re-replication in SW480 colon adenocarcinoma cells | SW480 DNA re-replication, Hoechst DNA content imaging, 48 h | Potency, µM (doses to about 46.1 µM), without a hit: top-dose re-replication activation, hits mostly activators | 340,000 compounds, 1.8% hits | AID 624297; note: potency is the fitted concentration of half-maximal effect; % of control where 0% means no effect; nearly all actives have a fitted effect of over 55% in size
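Per well, 250 cells were exposed to pinned compound for 48 hr. Nuclear DNA was visualised with Hoechst (40 min, 37 C) and total object intensity recorded by fluorescence scanning.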
KB-3-1 tox – KB-3-1 parental cell cytotoxicity. 400,000 compounds, 1.4% hits. KB-3-1 viability, CellTiter-Glo ATP luminescence, 72 h. Potency, µM (series often up to 46.1 µM), without a hit: at the highest dose activity change, negative = cytotoxic, actives largely listed as cytotoxic. AID 1347075; note: potency is the fitted concentration of half-maximal effect; % is set by controls: 0 for no effect and ±100 for the full control effect; nearly all actives have a fitted effect of over 60% in size
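Viability of parental KB-3-1 cells, measured by CellTiter-Glo luminescence, followed a 72 h incubation at 37 °C with pinned compounds in phenol-red-free DMEM containing 10% FBS.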
IL-1B inflam inh – blocks inflammasome-driven IL-1 beta release | THP-1 LPS/ATP IL-1B secretion, AlphaLISA, 16 h; active compounds read low | activity change, % at 57.5 µM | 360,000 compounds, 4.7% hits | AID 743279; in the data active = activity change below about -50%; inconclusive = mostly about -30% to -49%; note: % is set by controls: 0 for no effect and ±100 for the full control effect
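Secreted IL-1B measured by AlphaLISA bead assay after 16 h compound exposure of THP-1 cells; compounds (final up to 57.5 uM) added 1 h before LPS (250 ng/mL) and ATP (1.25 mM) stimulation; lower signal means less secretion.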
HT1080 IDH1KD tx – kills HT-1080 cells with IDH1 knockdown | 360,000 compounds, 2% hits | Potency, µM (series often up to 46.1 µM), inactives show top-dose activity, negative = toxicity, usual class: cytotoxic | HT-1080 IDH1 knockdown viability, ATP luminescence, 48 h;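 note: potency is the fitted concentration of half-maximal effect; 0% = DMSO wells and -100% = cell-free medium wells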
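Viability of IDH1-knockdown HT-1080 fibrosarcoma cells was assessed by CellTiter-Glo after 48 h at 37 °C with titrated compound; concentration-effect curves were classified by fit quality and response size.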
HepG2 tox – kills HepG2 cells in TGF-b inhibitor counter-screen | AID 588856 | 410,000 compounds, 0.76% hits | HepG2 CAGA-GFP viability, ATP luminescence, 18 h | Potency, µM (series often up to 46.1 µM), without a hit: at the top dose activity change, negative = cytotoxicity, actives largely listed as cytotoxic; note: potency is the fitted concentration of half-maximal effect; some results filed as inactive show a strong effect at the top dose
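CellTiter-Glo luminescence gave cytotoxicity after 18 hours at 37 degrees C. The cells were HepG2 CAGA-GFP in 1% FBS DMEM, stimulated with 500 pg/mL TGF-beta after compound addition. %Activity was normalised to no-cell wells (complete cell-killing) and DMSO (no toxicity), and curves were fitted and classified.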
* marks the source's active call; other numbers are inactive results; i = inactive; ? = inconclusive; / = no result given; & = joins results of further samples; [ ] = remark or other dose. Unless noted, calls come from the whole dose curve; as a rule, active = well fitted curve in the direction sought with a large enough effect; inconclusive = small, poorly fitted or top-dose-only effect, or another doubt; inactive = no such curve, though single readings can be large; an effect the other way counts as inactive or inconclusive.

SMILES	S2 tox	HT1080NT lethal	MCF10A rereplic	ATXN2 expr inh	SW480 rerep	KB-3-1 tox	IL-1B inflam inh	HT1080 IDH1KD tx	HepG2 tox
COc1cccc(NS(=O)(=O)c2ccc3[nH]cc(C(=O)N4CCCCCC4)c(=O)c3c2)c1	i	/	/	6.9%	/	2.2%	/	/	0.9%
O=C(CCC(=O)c1cccs1)NCc1cccc(Cl)c1	i	1.6%	0.2%	0.5%	-7.7%	-2.4%	16.0	-0.3%	-3.8%
CCN(c1ccccc1)S(=O)(=O)c1nnc(NC(=O)C(C)(C)C)s1	i	-26.8%	0.4%	-3.6%&1.2%	25.5%	-11.3%&-3.5%	-5.1	?	-16.6%&2.2%
C=CCN(CC=C)C(=O)C(=O)c1ccn(-c2c(C)csc2C(=O)OC)c1	i	11.4%	2.0%	/	-2.3%	0.0%	21.1	-4.4%	-1.3%
C[N+](C)(C)CC/C=C1/c2ccccc2CSc2ccccc21	i	-5.9%	-0.7%	-6.0%	-1.3%	1.8%	-19.4	-6.3%	-15.5%
Cc1cccc(C)c1NC(=O)CS(=O)CC(=O)NC1CCN(Cc2ccccc2)CC1 (stereo unspecified)	i	0.2%	8.3%	-7.4%	0.6%	0.6%	20.0	-4.4%	0.5%
O=C(COc1ncnc2cc(Cl)ccc12)c1ccc2c(c1)OCCO2	i	0.0%	1.3%	42.5%[activator]	-3.9%	1.2%	4.3	5.2%	0.1%
CCn1c(CNc2cccc(Cl)c2)nnc1SCC(=O)OC1CCCCC1	i	-2.9%	-3.7%	7.7%	-2.5%	0.9%	3.6	9.2%	-2.2%
Cc1ccc(C(=O)c2nccn2C)cc1C	i	23.3%	0.7%	17.8%	-9.0%	2.1%	-13.9	10.1%	-2.8%
C[C@H](CO)NC(=O)c1nc[nH]c1C(=O)N[C@H](C)c1ccccc1	i	-0.7%	/	-5.5%	/	-1.8%	-15.3	-0.5%	3.1%
COc1ccc(OC)c(NC(=O)c2csnn2)c1	i	/	/	1.6%	/	2.0%	/	/	-6.0%
Nc1[nH]c(=S)nc2nc(-c3ccccc3)c(-c3ccccc3)nc12	i	-17.8%	?	2.2%	-140.6%[inhibitor]	-2.4%	-20.0	-23.1%	-20.2%
CC(=O)N1CCc2cc(S(=O)(=O)NCCC(=O)N3CCc4ccccc4C3)ccc21	i	-8.1%	2.3%	-9.3%	0.0%	?	46.8	-1.4%	-8.3%
CCOC(=O)c1nnc(-c2ccccc2)nc1N1CC(C)OC(C)C1 (stereo unspecified)	?	11.1%	-15.6%	-17.0%[11.3 µM]	?	-0.1%	-7.7	0.6%	-4.4%
C[C@@H]1CN([C@H](C)CO)C(=O)CCCn2nncc2CO[C@H]1CN(C)C(=O)Cc1ccccc1	i	0.4%	/	-5.4%	/	-22.9%	4.4	4.3%	-1.0%
COc1cccc(CN2CCCC(C(=O)Nc3ccc(-c4cscn4)cc3)C2)c1 (stereo unspecified)	i	-15.8%	0.8%	-8.4%	?	?	0.0	-10.7%	-11.0%
CC[C@@H]1[C@H]2CCCC(=O)N3CC[C@@H](C[C@@H]1OC(=O)Nc1ccccc1)[C@@H]23	i	10.3%	9.1%	-5.9%	-3.1%	0.0%&22.0%	-11.2	1.5%	-20.5%&8.6%
COc1ccc(CN2CCN(C(=O)c3c(-c4ccccc4)noc3C)CC2)cc1F	i	-5.0%	0.6%	/	-1.9%	-8.6%	21.4	-3.2%	-34.5%
COc1cccc(-c2nnn(CC(=O)N3CCC(C)CC3)n2)c1	i	-0.8%	7.9%	/	0.4%	2.5%	-11.3	0.6%	-14.4%
COc1ccc(OC)c(NC(=O)c2cn(C)c(=O)c3cc(OC)c(OC)cc23)c1	i	-13.3%	10.9%	9.6%	24.2%	-19.8%	-28.5	-11.0%	6.6%
COCCN(CCOC)C(=O)N1CCOCC1	i	10.1%	-3.0%	-15.4%	-20.4%	14.4%	-6.7	18.4%	-78.5%
CCc1ccc(/C=C2\SC(=S)N(CCCC(=O)N3CCN(C)CC3)C2=O)cc1	?	-18.6%	/	/	/	-1.1%	-55.3*	?	-33.4%
CCOc1ccc(NC(=O)CN(C)S(=O)(=O)c2cccs2)cc1	i	2.7%	1.0%	23.5%	1.5%	-1.6%	8.3	1.3%	4.7%
CN1c2ccccc2-c2nc3ccccc3n2C1c1ccncc1 (stereo unspecified)	i	-10.8%	23.6%	-7.8%	-2.0%[9.22 µM]	-4.0%	-9.1	-0.7%	-21.4%
O=c1[nH]c(=O)c2[nH]c(=O)[nH]c2[nH]1	i[11.3 µM]	/	1.2%	7.9%[11.3 µM]	-2.2%	/	/	/	/
Cc1ccc(-c2csc(NC(=O)C3CC=CCC3C(=O)O)c2C(=O)OC(C)C)cc1 (stereo unspecified)	i	-16.1%	?	-2.4%	3.4%	-9.4%	13.9	-5.8%	-28.7%
COc1ccc(OCCCn2cc(/C=C3/C(=N)N4C=C(C)SC4=NC3=O)c3ccccc32)cc1	i	4.7%	14.9%	-3.7%	-7.4%	-13.8%	19.2	4.1%	6.7%
CCn1c(CNC(=O)c2ccco2)nnc1SCC(=O)c1ccc(OC)cc1	i	12.9%	8.6%	/	-4.0%	-0.3%	5.7	0.9%	-3.5%
CCOc1ccc(C(=O)NCC(=O)NCC(c2ccc(OC)cc2)N2CCCC2)cc1 (stereo unspecified)	i	-4.6%	9.8%	-2.4%	?	2.1%	-23.2	-11.1%	-3.5%
COc1ccc(-c2nc3ccccc3c(=O)n2CCOc2ccccc2C)cc1	i	-5.7%	-1.9%	/	0.7%	-12.8%	28.2	9.6%	-0.7%
Cc1ccc(C(=O)CC(=O)COc2ccc(Cl)cc2C)cc1	i	?	0.0%	33.5%	-35.7%[inhibitor]	-7.9%	9.0	?	-30.5%
c1cn(C23CC4CC(CC(C4)C2)C3)cn1	i	1.0%	13.1%	3.4%	-10.6%	-2.7%	-4.6	9.2%	4.4%
COc1ccccc1-c1c(C)nn2c(NCCN3CCCC3)cc(C)nc12	?	-3.4%	-1.1%	1.2%	1.8%	-0.7%	?	7.8%	-1.9%
CC(C)(C)OC(=O)[C@H](Cc1ccccc1)NC(=O)c1nc[nH]c1C(=O)NCC(=O)OCc1ccccc1	i	0.2%	14.6%	11.2%	-0.9%	?	-4.6	14.3%	-34.3%
Cc1[nH]n(-c2cccc(Cl)c2)c(=O)c1-c1ccccc1	i	?	?	1.5%	2.2%	-1.4%	0.0	-24.4%	-26.0%
COc1ccccc1C(=O)NCc1ccc(-c2nc3ccccc3s2)cc1	i	-3.1%	1.5%	?	-10.6%	1.0%	22.9	-6.0%	-0.1%
CCc1nc2c(OCc3cccc(Cl)c3)cccn2c1N(C)C(=O)Nc1ccccc1OC	?	?	/	?	/	0.0%	-19.3	?	-7.5%
Cc1ccc(OCC(=O)NNC(=O)c2ccccc2OCc2c(C)noc2C)cc1	i	-2.6%	3.6%	-4.9%	-9.2%	?	-7.3	-3.6%	8.6%
COc1cccc(NC(=O)c2ccc(-n3cnnn3)cc2)c1	i	?	4.1%	1.1%	-5.1%	15.3%	14.7	-24.9%	-5.8%
COC(=O)c1ccc(NC(=O)COC(=O)COc2cccc3c2OC(C)(C)C3)cc1	i	-2.6%	-5.1%	7.5%	-15.6%	3.1%	1.3	-1.4%	-42.8%

Reprinted from the part before: two entries, followed by the next part.
SMILES	S2 tox	HT1080NT lethal	MCF10A rereplic	ATXN2 expr inh	SW480 rerep	KB-3-1 tox	IL-1B inflam inh	HT1080 IDH1KD tx	HepG2 tox
COc1cccc(NC(=O)c2ccc(-n3cnnn3)cc2)c1	i	?	4.1%	1.1%	-5.1%	15.3%	14.7	-24.9%	-5.8%
COC(=O)c1ccc(NC(=O)COC(=O)COc2cccc3c2OC(C)(C)C3)cc1	i	-2.6%	-5.1%	7.5%	-15.6%	3.1%	1.3	-1.4%	-42.8%
CSc1ccc(C(=S)N2CCN(Cc3ccccc3)CC2)cc1	/	10.9%	10.5%	/	2.7%	10.4%	-22.6	7.4%	-15.3%
CCCn1c(N)c(C(=O)CSc2nc(C3CC3)n(-c3ccccc3)n2)c(=O)[nH]c1=O	i	-21.8%	7.7%	-35.2%	-4.5%	12.0%	17.6	-1.7%	-0.9%
Cc1ccc(CN2CC(C(=O)N3CCN(S(=O)(=O)c4ccc(C)cc4C)CC3)CC2=O)cc1 (stereo unspecified)	i	2.0%	2.1%	-17.2%	0.6%	-11.1%	-19.0	0.6%	2.5%
C/C(=N/NC(=O)c1cccs1)c1cccc(N)c1	i	25.8%	0.8%	32.4%[activator]	-1.1%	1.2%	-21.7	-19.4%	-14.0%
NC(=O)c1c(NC(=O)Cc2ccccc2)sc2c1CCN(Cc1ccccc1)C2	i	-5.0%	17.1%	-15.6%	-5.5%	-7.1%	-24.1	-9.3%	-14.6%
CCCC(=O)NC(=S)Nc1ccccc1N1CCOCC1	i	1.3%	4.1%	-1.8%	-0.1%	7.9%	33.8	7.1%	18.0%
COc1ccc(/C=C2\SC(=S)N(CCCC(=O)N3CCN(C)CC3)C2=O)cc1OC	i	3.0%	-8.0%	0.8%	-5.3%	13.6%	14.9	0.2%	-16.1%
O=C(/C=C/c1ccccc1Cl)NC1CCS(=O)(=O)C1 (stereo unspecified)	i	6.5%	?	11.6%	?	-11.0%	46.4	5.7%	-3.2%
Cc1cc(Cl)ccc1OCC(=O)NNC(=O)C1CSC2(C)CCC(=O)N12 (stereo unspecified)	i	-5.2%	1.7%	-0.1%	-712.1%	1.1%	-6.2	-0.8%	0.3%
CCN(CC(=O)Nc1c(F)cccc1F)C(=O)C1CCN(C(=O)c2ccc(Cl)cc2)CC1	i	-7.7%	1.9%	3.3%	3.8%	8.8%	-1.7	-0.6%	-43.9%
O=C(Cn1nnc2c(sc3nc4c(c(-c5ccccc5)c32)CCC4)c1=O)c1ccccc1	i	11.5%	?	3.6%	-4.2%	5.0%	26.5	9.3%	5.9%
